Assay outcomes deposited in PubChem by several laboratories.
TRPM1 prom inh: inhibitors of MITF-dependent TRPM1 promoter reporter, primary screen, cell-based, SK-MEL-5, single point, luciferase; SK-MEL-5 TRPM1 promoter luciferase, 24 h; inhibition, % at 12.5 µM; hit rate 0.83% among 330,000; AID 488899, 2010;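 active means mean inhibition across replicates of 60% or more, whatever share of single replicates reaches that level; inconclusive means some that reach 60%, reason not given; inactive means mean inhibition across replicates below 60%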; further: values of inactives mirror those of a sister screen read the other way
HIF-2a inh: HIF-2a reporter inhibitors, primary screen, luminescence, 786-0 RCC cells | 786-0 RCC cells HIF-2a reporter, luciferase luminescence, overnight | inhibition, % at 18.8 µM | hit rate 0.72% among 360,000 | AID 624352, 2012;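 active means inhibition of the luminescence signal of 40% or more relative to plate controls, in a single-dose primary screen at 18.75 µM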
CaV13 FRET inh: Primary screen for inhibitors of IQ motif and Ca2+-dependent inactivation inhibitor domain binding in CACNA1D, Förster resonance energy transfer in living cells, …; HEK cells, CFP/YFP FRET ICDI-IQ, plate reader, 10 min; percent FRET-ratio fall versus neutral wells; inhibition, % at 12.3 µM; hit rate 0.098% among 340,000;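 active means mean replicate inhibition of at least 30% and at least 1% of replicates passing that level; inconclusive means only one of the two criteria is met; inactive means neither criterion is met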;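 further: 0% = median of the neutral control wells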
NR2E3 ag-1: inhibitors of NR2E3-RetCOR corepressor binding, primary screen, NR2E3 agonist project, biochemical, TR-FRET, GST-NR2E3, biotin-RetCOR; Photoreceptor-specific nuclear receptor (Homo sapiens), Q9Y5X4; 1536-well; inhibition of corepressor binding, % at 4.78 µM; hit rate 0.12% among 320,000; AID 2300, 2010;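 active means percent inhibition above the cutoff of mean plus 3 SD of all tested compounds, set per screening campaign, cut at about 20% in these data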;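 further: 0% = DMSO wells and 100% = biotin wells as full block of FRET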
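Test system – NR2E3–RetCOR corepressor complex · Quantity – NR2E3 fusion 1.35 nM · Buffer or medium – Tris pH 7.5 · Incubation – Compound–protein incubation for 5 h at 4 °C · Technique – TR-FRET, Eu(K)-anti-GST donor, streptavidin-D2 acceptor, ex 340, em 617/671 nm · Evaluation – percent inhibition of 671/617 nm emission ratio versus biotin and DMSO controls · Plate – 1536-well format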
hiPSC survival: enhancers of single-cell hiPSC survival, primary screen, ATPlite luminescence; 100% = ROCK inhibitor wells, 0% = DMSO; survival enhancement, % at 20 µM; hit rate 0.044% among 360,000; AID 602274, 2012; in the data active means survival enhancement above about 18%;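 further: cells exposed to compounds for 16 hours before the ATP read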
NR2E3 ag-2: NR2E3 agonists in two-hybrid cells, primary screen, cell-based, luminescence, CHO-S, Gal4-NCOR/VP16-NR2E3; hit rate 0.35% among 360,000; luciferase; AID 602229, 2012; inhibition of corepressor binding, % at 3.98 µM; Photoreceptor-specific nuclear receptor (Homo sapiens), Q9Y5X4;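 active means inhibition above the mean of all tested compounds plus 3 SD, cut at about 70% in these data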;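 further: 0% = DMSO with NR2E3 transfected cells and 100% = cells lacking NR2E3 construct; higher means lower luciferase signal from less NR2E3 corepressor binding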
Peg3 prom inh: Peg3 promoter-driven luciferase inhibitors, primary screen, cell-based, HeLa, luciferase luminescence. HeLa PEG-Prom luciferase reporter, overnight. inhibition, % at 20 µM. hit rate 1.7% among 360,000. AID 588405, 2011;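 active means inhibition of at least 50% at 20 µM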
Exocytosis inh: LAMP-1 surface exposure blockers, TALL-104 cells – cell-based, flow cytometry, MLPCN library, primary screen; inhibition, % at 10 µM; TALL-104 LAMP-1 surface exposure; cells stimulated with thapsigargin and PMA; hit rate 0.66% among 360,000;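 active means inhibition above about 55%, limit read from the data; inconclusive means no clear call, values can overlap the other calls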
aDG glyco up: activators of alpha-DG glycosylation, primary screen, uHTS, Pro5-aDG cells, AlphaScreen. alpha-DG glycosylation AlphaScreen (IIH6); 0% Pro5, 100% B10-LARGE cell signal. activation, % at 10 µM. hit rate 0.22% among 360,000. AID 624168, 2012;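 active means activation of at least 8% versus controls, or a plate z-score of at least 8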;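 further: Pro5 are CHO cells carrying HIG-tagged alpha-DG that lacks glycosylation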
PDI inh: inhibitors of human PDI, primary screen, biochemical, turbidity, single point, plate reader. hit rate 0.052% among 350,000. inhibition, % at 10 µM. Protein disulfide-isomerase (Homo sapiens), P07237. PDI insulin aggregation turbidity, A650, 90 min;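 active means mean inhibition across replicates of 30% or more, whatever share of single replicates reach that level; inconclusive means mean inhibition below 30% while every single replicate reaches 30%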;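 further: absorbance from insulin aggregation driven by PDI reduction with DTT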
Target sequence (P07237 whole entry, looked up): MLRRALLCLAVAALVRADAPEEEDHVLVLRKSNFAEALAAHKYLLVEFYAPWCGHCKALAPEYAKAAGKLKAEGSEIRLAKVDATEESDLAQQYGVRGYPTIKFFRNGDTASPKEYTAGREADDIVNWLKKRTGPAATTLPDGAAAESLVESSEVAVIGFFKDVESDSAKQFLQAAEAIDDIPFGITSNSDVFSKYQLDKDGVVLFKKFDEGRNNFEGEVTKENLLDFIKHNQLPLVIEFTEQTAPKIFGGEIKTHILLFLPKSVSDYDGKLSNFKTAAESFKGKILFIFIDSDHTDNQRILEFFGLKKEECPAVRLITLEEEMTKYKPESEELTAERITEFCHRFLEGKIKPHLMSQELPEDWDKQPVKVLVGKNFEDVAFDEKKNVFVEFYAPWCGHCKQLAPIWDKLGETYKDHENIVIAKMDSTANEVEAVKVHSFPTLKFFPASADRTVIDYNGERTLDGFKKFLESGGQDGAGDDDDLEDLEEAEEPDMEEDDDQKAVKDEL
Vif imaging: HIV Vif self-association inhibitors, primary screen, imaging, HEK293T, single point; AID 602346, 2012; inhibition, % at 7.49 µM; HEK293T cells, Vif self-association by quenched fluorescence, 24 h; hit rate 0.35% among 340,000; in the data active means inhibition above about 50%, passing the limit was not always enough; inconclusive means no clear call, values can overlap the other calls; inactive means below about 31%; further: some results filed as inactive read as strong as hits
Active calls of the source: *; ? = inconclusive; . = no result given.

structure	Vif imaging	NR2E3 ag-1	aDG glyco up	Exocytosis inh	hiPSC survival	CaV13 FRET inh	PDI inh	Peg3 prom inh	TRPM1 prom inh	NR2E3 ag-2	HIF-2a inh
O=C(CCCN=C1NS(=O)(=O)c2ccccc21)Nc1ccc(Cl)cc1	-6	2	0.4	6	-0.3	-5	-15	13	7	7	6
CCCCCc1c(O)nc(SCC(=O)NCC2CCCO2)[nH]c1=O (stereo unspecified)	?	4	-0.2	7	-2.1	-6	-4	9	-4	-5	9
Cc1csc(SCC(=O)NCc2ccc3c(c2)OCO3)n1	-2	-1	0.2	3	0.3	-2	1	-2	-13	-5	13
Cc1ccc(N2CCN(C(=O)c3cccs3)CC2)cc1C	0	0	0.1	-6	0.7	-12	-5	-38	-18	6	-57
C/C(=N\NC(=O)CCC(=O)Nc1ccc(C)c(C)c1)C1CC1	-8	.	-0.1	0	-0.4	-3	2	4	8	-10	-2
COc1ccc(C2C(C(C)=O)=C(C)Nc3ncnn32)cc1[N+](=O)[O-] (stereo unspecified)	-3	2	0.0	4	0.0	-5	-3	0	-11	-14	2
Nc1ccc(C(=O)CC(=O)Nc2ccc(Cl)cc2)cc1	-4	1	0.0	6	-0.2	-3	5	-22	-20	-6	-42
Brc1cccc(-c2cnc3n2CCCCC3)c1	-2	3	0.8	2	0.0	.	1	2	5	8	1
CC(=O)c1ccc(N2CCN(C(=S)Nc3cccc(F)c3)CC2)cc1	-2	0	0.0	-3	0.4	.	0	1	-2	-9	0
COCCCNC(=S)Nc1cccc(SC)c1	9	2	-0.1	4	-0.7	-2	18	-5	8	1	-8
O=C(O)/C=C\C(=O)Nc1ccccc1C#Cc1ccc(Br)cc1	1	1	0.0	1	2.9	-10	7	-208	-25	-124	-341
CCOc1ccccc1NC(=O)C(Sc1nnc2ccccn12)c1ccccc1 (stereo unspecified)	0	2	0.2	1	-1.1	-5	-6	25	-18	12	11

Another view of 5 compounds above:
Results follow in this order: Vif imaging | NR2E3 ag-1 | aDG glyco up | Exocytosis inh | hiPSC survival | CaV13 FRET inh | PDI inh | Peg3 prom inh | TRPM1 prom inh | NR2E3 ag-2 | HIF-2a inh
> C/C(=N\NC(=O)CCC(=O)Nc1ccc(C)c(C)c1)C1CC1
→ -8 | . | -0.1 | 0 | -0.4 | -3 | 2 | 4 | 8 | -10 | -2
> CCOc1ccccc1NC(=O)C(Sc1nnc2ccccn12)c1ccccc1 (stereo unspecified)
→ 0 | 2 | 0.2 | 1 | -1.1 | -5 | -6 | 25 | -18 | 12 | 11
> COc1ccc(C2C(C(C)=O)=C(C)Nc3ncnn32)cc1[N+](=O)[O-] (stereo unspecified)
→ -3 | 2 | 0.0 | 4 | 0.0 | -5 | -3 | 0 | -11 | -14 | 2
> Brc1cccc(-c2cnc3n2CCCCC3)c1
→ -2 | 3 | 0.8 | 2 | 0.0 | . | 1 | 2 | 5 | 8 | 1
> O=C(CCCN=C1NS(=O)(=O)c2ccccc21)Nc1ccc(Cl)cc1
→ -6 | 2 | 0.4 | 6 | -0.3 | -5 | -15 | 13 | 7 | 7 | 6

3 structures already listed, arranged by molar mass, lowest first:
structure	Vif imaging	NR2E3 ag-1	aDG glyco up	Exocytosis inh	hiPSC survival	CaV13 FRET inh	PDI inh	Peg3 prom inh	TRPM1 prom inh	NR2E3 ag-2	HIF-2a inh
Nc1ccc(C(=O)CC(=O)Nc2ccc(Cl)cc2)cc1	-4	1	0.0	6	-0.2	-3	5	-22	-20	-6	-42
Cc1ccc(N2CCN(C(=O)c3cccs3)CC2)cc1C	0	0	0.1	-6	0.7	-12	-5	-38	-18	6	-57
COc1ccc(C2C(C(C)=O)=C(C)Nc3ncnn32)cc1[N+](=O)[O-] (stereo unspecified)	-3	2	0.0	4	0.0	-5	-3	0	-11	-14	2

Next part
structure	Vif imaging	NR2E3 ag-1	aDG glyco up	Exocytosis inh	hiPSC survival	CaV13 FRET inh	PDI inh	Peg3 prom inh	TRPM1 prom inh	NR2E3 ag-2	HIF-2a inh
Cc1ccc(N2CC(C(=O)Nc3ccc4c(c3)OCCO4)CC2=O)cc1C (stereo unspecified)	-1	1	-0.2	-5	-0.6	-3	2	39	-5	-25	17
CCCCNS(=O)(=O)c1cccc(NC(=O)[C@@H]2O[C@H](CO)[C@@H](O)[C@H]2O)c1	-11	.	-0.1	-4	3.1	-9	7	11	.	-3	7
O=C(CSc1nc2ccccc2c(=O)[nH]1)N1CCN(c2ccccc2)CC1	11	4	-0.1	-2	-0.3	-6	1	14	12	-13	19
CNc1cncc(-c2ccc(OC)cc2)n1	-8	.	-0.3	-4	0.6	-6	2	-187	.	-70	-195
CCOC(=O)C1CCN(Cc2ccc(O)c3ncccc23)CC1	-3	-3	-0.2	2	1.2	-6	9	3	11	-7	13
CC1=NN(C(=O)COc2ccccc2)C(O)(c2ccccc2)C1 (stereo unspecified)	2	1	-0.1	3	2.4	-5	1	6	-2	-20	10
COC(=O)C(C)Sc1nc2c(cnn2-c2ccc(C)cc2)c(=O)[nH]1 (stereo unspecified)	-2	1	0.0	1	-1.3	.	-9	11	7	-31	8
O=C(c1ccc2c(c1)OCCO2)N1CCN(c2ccccn2)CC1	.	-5	0.1	-2	-0.4	.	4	-1	-4	2	-2
COc1ccc(CCNC(=O)c2cc(-c3ccc4c(c3)OCO4)on2)cc1OC	.	-2	0.1	3	-0.1	-6	-5	-2	-23	-28	-15
COc1ccc(CCN(C(=O)C(F)(F)F)C(C(=O)NC2CCCCC2)c2ccc(C)s2)cc1OC (stereo unspecified)	-19	2	-0.1	1	-2.2	-3	-2	2	11	-7	8
Cn1c(SCc2ccc(Cl)cc2Cl)nc(C(F)(F)F)cc1=O	9	2	0.2	-1	1.7	-3	1	40	-1	-19	20

Compounds were not picked by outcome, and some 3.5% of all compounds hit somewhere here.
